High-throughput results (PubChem)
FN deposition inh – fibronectin deposition inhibition | AH1F fibroblasts, Alexa488-fibronectin deposition fluorescence, overnight | inhibition, % at 12.6 µM | 0.086% of 350,000 active;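 active = mean inhibition across replicates of 30% or more, regardless of how many single replicates reach that level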;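 note: positive control wells lacked labelled fibronectin entirely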
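material = AH1F fibroblast monolayer depositing Alexa488-labelled fibronectin into matrix | amount = 10000 AH1F cells/well | buffer or medium = DMEM plus 2% serum, read in PBS | incubation = 1 h cell adhesion before compound, then overnight fibronectin incubation | detection = fluorescence at 485 nm excitation, 525 nm emission | evaluation = percent inhibition as loss of matrix-bound fibronectin fluorescence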
CFTR F508del cor – CFTR F508del correction in bronchial cells. CFBE cells, YFP halide quenching; stimulated with forskolin plus potentiator P3; % fluorescence drop versus neutral controls. activity (quench increase), % at 7.58 µM. 0.36% of 350,000 active;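 active = mean added fluorescence quench of at least 8% versus neutral control, with both replicates also reaching 8%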;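 note: cells transiently co-express mutant CFTR-F508del with the halide-sensitive YFP; corrector assay measuring rescue of mutant channel to the surface after 24 h compound exposure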
PGC1a acetyl inh – PGC1a acetylation modulation, inhibitor mode; AID 651687; 0.17% of 350,000 active; U2OS PGC1a acetylation, AlphaScreen anti-acetyl-lysine; with virally co-expressed GCN5 acetyltransferase; inhibition, % at 15.6 µM;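 active = every replicate shows inhibition of at least 40%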;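 note: 0% = neutral control wells and 100% = positive control wells; some results beyond the cut were filed as inactive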
PglD DTNB – blocks C. jejuni PglD acetyltransferase activity | purified PglD enzyme, DTNB colorimetric CoA detection | inhibition, % at 12.5 µM | AID 602405 | 0.098% of 360,000 active; in the data active = inhibition above about 16%, passing the limit was not always enough; note: strong numbers were not always called active
INS-1E GSIS act – primary screen for activators of insulin secretion dependent on glucose, INS-1E cells, GLuc reporter luminescence; 0.61% of 370,000 active; activation, % at 16.6 µM; INS-1E GLuc reporter insulin secretion, 2-3 h;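 active = lowest replicate activation of at least 40%, so every replicate reaches that level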;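 note: 0% = median of neutral control wells and 100% = median of IBMX positive control wells; some compounds called inactive have numbers as strong as hits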
Cneo AK release – causes C. neoformans cell lysis. lysis activity, % at 15 µM. 0.2% of 360,000 active. adenylate kinase release luminescence, 4 h; normalised: neutral wells 0, clomiphene wells 100;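 active = mean lysis activity across replicates of at least 80%, whatever share of replicates individually reach that level; inactive = mean lysis activity below 80%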
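read-out = cell lysis signal | test system = log-phase Cryptococcus neoformans yeast cells | input = cells at 5 × 10^6 per mL | medium = fresh YPD growth medium | signal = luminescent adenylate kinase detection reagent | timing = 4 h at 37 °C static, read 1 h later | dosing = single dose | controls = Clomiphene as positive lysis control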
miR122 inh – inhibitors of miR-122 in Huh7 cells; activation (reporter increase), % at 12.5 µM; Huh7 miR-122 Renilla luciferase sensor, 48 h; neutral wells = 0, positive control = 100; AID 602342; 0.3% of 340,000 active;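 active = mean replicate activation score at least 90 and every replicate individually at or above 90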;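 note: higher luciferase means less miR-122 activity so hits act as miR-122 inhibitors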
Statin myotox sup – suppression of simvastatin myotoxicity. C2C12 myotubes + simvastatin, ATP luminescence, 48 h; scaled: DMSO 0, geranylgeraniol control 100. AID 602340. 0.78% of 330,000 active. rescue of ATP level, % at 7.49 µM;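 active = mean ATP rescue above about 67%, or every replicate alone reaching that limit, limit read from the data, passing the limit was not always enough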;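 note: myotubes were challenged with 10 µM simvastatin during compound exposure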
* marks the source's active call; other numbers are inactive results; . = no result given; & = joins results of further samples; [ ] = dose if it differs, or a comment.

SMILES,FN deposition inh,CFTR F508del cor,PGC1a acetyl inh,PglD DTNB,INS-1E GSIS act,Cneo AK release,miR122 inh,Statin myotox sup
COc1nc(N2CCOCC2)nc(-n2cccc2)n1,.,.,.,-1,57*,2,2,2
CCCN1C(=O)SC(CC(=O)Nc2cccc3ccccc23)C1=O (stereo not drawn),.,.,-13,0,.,-1,2,-18
CC(=O)Nc1ccc(S(=O)(=O)N(Cc2cccnc2)Cc2cc3ccc(C)cc3[nH]c2=O)cc1,6,-1.3,37,2,-6,0,-3,-9
O=C(COC(=O)CN1C(=O)NC2(CCCC2)C1=O)Nc1ccc(C(F)(F)F)cc1[N+](=O)[O-],9,-2.1,.,1,12,5,.,10
O=C(NC1CCCCC1)C(=O)c1c(-c2ccccc2)[nH]c2ccccc12,4,-3.6,-3,3,.,0,9,25
COc1ccc(C(CNC(=O)c2ccc3c(c2)OCCO3)N(C)C)cc1 (stereo not drawn),3,-2.4,.,0,0,-2,-2,-3
CCCn1c(N)c(N(CCOC)C(=O)c2cccc(Cl)c2)c(=O)[nH]c1=O,1,1.0,.,-5,10,-3,.,5
Cc1cccc(-c2cc(C(=O)Nc3ccncc3)c3ccccc3n2)c1,.,1.1,2,-1,12,-1,1,-5
Cc1nc(N2CCN(C(=O)c3ccco3)CC2)[nH]c(=O)c1C,8,2.5,0,2,.,3,-5,0
CCCNC(=O)Nc1ccc2c(c1)C(=O)N(C)C[C@H](OC)[C@H](C)CN(Cc1ccccn1)[C@H](C)CO2,-8,-1.2,2,1,5,0,11[16.7 µM],3
Cc1ccc(C(=O)OCC(=O)NCc2ccco2)cc1C,-2,0.5,21,-3,18,2,4,-7
C[C@@H]1CN([C@@H](C)CO)C(=O)c2cc(NC(=O)Nc3ccc(F)cc3)ccc2O[C@H]1CN(C)C(=O)Nc1ccccc1,.,1.1,-10,-6,1,-1,9[16.7 µM],4
C[C@@H]1CCCCO[C@@H](CN(C)S(=O)(=O)c2ccccc2)[C@@H](C)CN([C@@H](C)CO)C(=O)c2cc(NC(=O)CCC(F)(F)F)ccc2O1,.,1.0,-3,0,-2,52,10[16.7 µM],.
COc1ccc(OC)c(NC(=O)C2C3C=CC(C3)C2C(=O)NCc2cccnc2)c1 (stereo not drawn),0,0.4,5,.,-2,.,-4,.
O=C(C[C@H]1C=C[C@H](NS(=O)(=O)c2ccc(F)cc2)[C@@H](CO)O1)NCCN1CCCCC1,.,-0.6,7,1,16,-3,.,-2
COc1ccccc1CN1C[C@H](C)[C@H](OC)CN(C)C(=O)c2ccc(NC(C)=O)cc2OC[C@@H]1C,1,-1.8,13,2,-6,2,35[16.7 µM],1
CC(C)NC(=O)COc1coc(CN2CCN(Cc3ccccc3)CC2)cc1=O,-2,-1.9,.,-10,20,0,-4,-7
COc1ccc(S(=O)(=O)N2CCCC(C(=O)NCc3ccccc3)C2)cc1 (stereo not drawn),3,1.4,.,0,-16,-1,.,-4
O=C(/C=C/c1ccccc1Cl)NC(=S)Nc1ccccc1C(=O)NC1CCCCC1,8,.,-15,3,.,-1,-3,1
O=C(NC1CCCC1)N1CC(=O)N2[C@H](C1)[C@H](c1ccc(-c3cccc(F)c3)cc1)[C@@H]2CO,0,0.7,1,.,12,.,.,.
CC(=O)N(CC(C)C(=O)O)c1c(I)cc(I)c(N)c1I (stereo not drawn),-10,2.3,2,1,-21,1,8,17
COc1ccccc1Cn1nnc2c(=O)[nH]c(C3CCN(C(=O)c4ccccc4Cl)CC3)nc21,.,.,6,-3,.,-5,-4,.
CCc1nnc(NC(=O)CSc2ccc(-c3nc4ccc(C)cc4[nH]3)cn2)s1,1,.,4,6,.,5,6,.
c1ccc(-n2nc3c(ccc4cnnc43)[nH]2)cc1,.,.,5,5,.,0,8,3
CSCCC(NS(=O)(=O)c1cccc(C(F)(F)F)c1)C(=O)N(C)Cc1ccc2c(c1)OCCO2 (stereo not drawn),6,-0.3,.,1,-23,-9,16,11
COc1cccc(-c2ccc3n(c2=O)C[C@@H]2[C@@H](CO)[C@H](C(=O)N(C)C)N(C(=O)C4CCC4)[C@H]32)c1,.,-1.4,.,2,5,-2,2[16.7 µM],12
CC(C)N1CCN(Cc2ccc3nsnc3c2)CC1CCO (stereo not drawn),-1,0.1,-8,.,23,.,1,9
C[C@H]1CN([C@@H](C)CO)C(=O)c2cc(-c3ccccc3)cnc2O[C@H]1CN(C)C(=O)Nc1ccccc1,2,-2.3,1,0,1,-1,0[16.7 µM],45
Cc1ccc(-c2nc(NC(=O)c3nn(C)cc3[N+](=O)[O-])sc2C)cc1,.,-8.2,96*,-3,8,-7,-8,-135
COCCN1C(=O)C(=O)/C(=C(/O)c2ccc(C)cc2)C1c1ccccn1 (stereo not drawn),10,3.2,12,-1,-11,-2,.,-8
CN(C)C(=O)c1ccc(-c2ccc3c(c2)[C@@H]2[C@@H](CCN2S(=O)(=O)c2cn(C)cn2)[C@H](CO)N3)cc1,30,-3.0,2,-3,-3,-4,-16[16.7 µM],3
CN(C)c1ccc(CNC(=O)c2cc(S(=O)(=O)N3CCCC3)cn2C)cc1,-2,0.7,.,0,-5,0,.,21
CCCCCCC/C(C)=N/NC(=O)CC(=O)NCCc1ccccc1,.,.,-4,3,7,-3,-1,.
CCC(C)[C@H](NC(=O)C1CC(=O)N(c2ccc3c(c2)OCCO3)C1)C(=O)N1CCCCC1 (stereo partly drawn),-16,-0.9,1,-7,8,1,1,29
CCOc1cc(NC(=O)c2ccco2)c(OCC)cc1NC(=O)Cc1cccc(OC)c1,.,.,-7,-6,-23,1,4,-36
CCCNC(=O)N[C@@H](Cc1ccccc1)C(=O)OC,.,.,2,-3,.,-5,0,-8
O=C(C[C@@H]1CC[C@@H](NC(=O)Nc2ccccc2F)[C@@H](CO)O1)NCc1ccccc1,.,-3.8,-7,1,-3,5,.,22
Cc1noc(C)c1NC(=O)Nc1ccc2c(c1)CC(=O)N([C@@H](C)CO)C[C@@H](C)[C@@H](CN(C)C(=O)Nc1ccc3c(c1)OCO3)O2,.,0.0,1,-2,12,0,-3[16.7 µM],-24
COc1cc(C(=O)NCC(=O)Nc2ccc(F)c(F)c2)ccc1OCC(=O)N1CCOCC1,-1,1.4,-14,4,15,7,2,3
O=C(O)C[C@@H]1C[C@@H]2c3cc(NC(=O)NC4CCCC4)ccc3O[C@@H]2[C@@H](CO)O1,-8,1.6,6,-2,-1,0,2[16.7 µM],-4
O=S(=O)(NCC[C@H]1CC[C@@H](NS(=O)(=O)c2cccc(Cl)c2)[C@H](CO)O1)c1cccc(F)c1,8,0.8,3,11,-16,1,.,4
O=C(Nc1cccc(Cl)c1)N1CCOCC1,5,-1.9,-9,8,.,-1,0,8
O=C(C[C@@H]1CC[C@H](NC(=O)c2ccncc2)[C@@H](CO)O1)Nc1ccccc1,9,1.5,5,2,16,-3,.,1
C[C@@H]1CCCCO[C@H](CN(C)Cc2ccc(C(=O)O)cc2)[C@H](C)CN([C@@H](C)CO)C(=O)c2cc(NC(=O)Nc3ccc(C(F)(F)F)cc3)ccc2O1,0,-2.4&-4.6,10&-2,-6&-2,-8&-5,6&-2,0,-3
CO[C@@H]1CC[C@H]2CCN(C)C(=O)CCCN(C)C(=O)c3cc(C#N)ccc3OC[C@H]1O2,-4,.,.,0,-2,1,.,12
CC1CN(C(=O)CCC(=O)NCc2ccc(Cl)cc2)c2ccccc2S1 (stereo not drawn),10,3.9,.,-3,-15,0,-1,-6
COc1ccc(C(NC(=O)c2ccc(=O)[nH]c2)C(=O)Nc2ccc(C(C)C)cc2)cc1 (stereo not drawn),-19,0.6,-3,.,-42,.,3,30
C[C@@H]1CN([C@H](C)CO)C(=O)c2cc(NC(=O)CCN3CCOCC3)ccc2O[C@@H]1CN(C)C(=O)NC1CCCCC1,.,0.4,3,-5,14,-5,-2[16.7 µM],5
CC(=O)N1CCc2cc(C(=O)CN3CCCCC3)ccc21,10,1.4,.,-3,.,2,.,3
COc1ccc(S(=O)(=O)N2CCOC2CNC(=O)C(=O)NCc2ccccc2Cl)cc1 (stereo not drawn),-10,-2.4,-3,-6,.,0,1,-2
CCN(CC)c1ccc(NC(=O)CN2C(=O)NC3(CCc4ccccc43)C2=O)cc1 (stereo not drawn),5,3.1,3,-3,-29,-2,.,0
CC1(C(=O)NS(=O)(=O)c2ccccc2)CCN1C(=O)C1(c2ccc(Cl)cc2)CC1 (stereo not drawn),2,-0.6,5,-5,.,-1,7,6
Cc1ccccc1Oc1ccc2c(c1)[C@@H]1C[C@H](N(C)C(=O)Nc3cc(Cl)cc(Cl)c3)[C@H]([C@H](C)O)C(=O)N1CC2,6,-3.2,-10,2,18,7,4,3
COc1ccc(NC(=O)c2cc(C3CCCCN3S(=O)(=O)c3ccc(F)cc3F)on2)c(C)c1 (stereo not drawn),-9,-2.2,-18,-4,-9,-1,-7,2
O=C(C[C@@H]1C/C=C\CCCC(=O)OC[C@@H]2CCCN2C1=O)N[C@H](CO)Cc1ccccc1,5,-3.3,-4,1,7,-2,4,10
COc1cccc(CNS(=O)(=O)c2ccc3c(c2)NC(=O)CS3)c1,-7,0.7,-9,-1,11,3,13,8
CC(=O)NC1(c2cccc(F)c2)CCN(CC(=O)NC2CCCCC2)CC1,-1,.,-10,-6,11,0,1,-12
Cc1cccn2cc(-c3ccc(F)cc3)cc12,.,.,.,3,-17,1,-3,8
Cc1ccccc1S(=O)(=O)N1CCCCN2[C@H](CO)[C@@H](c3ccc(-c4cccnc4)cc3)[C@H]2C1,.,3.8,-1,2,-14,4,-2[16.7 µM],-19
Cc1ccc(S(=O)(=O)N(C)C[C@@H]2OCCCC[C@H](C)Oc3ccc(NC(=O)Cc4ccccc4)cc3C(=O)N([C@@H](C)CO)C[C@H]2C)cc1,-7,-7.3,-8,-2,-37,12,11[16.7 µM],.
O=C(C[C@H]1C=C[C@H](NS(=O)(=O)c2ccc(F)cc2)[C@H](CO)O1)NCc1ccc(Cl)c(Cl)c1,.,1.6,0,3,-14,6,.,6
CC(C)CCN1C(=O)c2ccc(C(=O)OCC(=O)N(C)C3CCS(=O)(=O)C3)cc2C1=O (stereo not drawn),0,-0.6,.,-4,16,-4,.,-4
Cc1ccc(N2CCN(C(=O)N3CCOCC3)CC2)c(C)c1,-7,-1.8,-4,.,-2,.,.,.

Part of the list above, reformatted.
> O=C(C[C@@H]1CC[C@H](NC(=O)c2ccncc2)[C@@H](CO)O1)Nc1ccccc1
  FN deposition inh: 9; CFTR F508del cor: 1.5; PGC1a acetyl inh: 5; PglD DTNB: 2; INS-1E GSIS act: 16; Cneo AK release: -3; miR122 inh: .; Statin myotox sup: 1
> C[C@@H]1CCCCO[C@H](CN(C)Cc2ccc(C(=O)O)cc2)[C@H](C)CN([C@@H](C)CO)C(=O)c2cc(NC(=O)Nc3ccc(C(F)(F)F)cc3)ccc2O1
  FN deposition inh: 0; CFTR F508del cor: -2.4&-4.6; PGC1a acetyl inh: 10&-2; PglD DTNB: -6&-2; INS-1E GSIS act: -8&-5; Cneo AK release: 6&-2; miR122 inh: 0; Statin myotox sup: -3
> CO[C@@H]1CC[C@H]2CCN(C)C(=O)CCCN(C)C(=O)c3cc(C#N)ccc3OC[C@H]1O2
  FN deposition inh: -4; CFTR F508del cor: .; PGC1a acetyl inh: .; PglD DTNB: 0; INS-1E GSIS act: -2; Cneo AK release: 1; miR122 inh: .; Statin myotox sup: 12
